JMJD2A Tudor – qHTS Assay for Inhibitors of JMJD2A-Tudor Domain; Lysine-specific demethylase 4A (Homo sapiens), O75164; AlphaScreen JMJD2A-Tudor / H3K4me3 peptide binding; Potency, µM (highest dose often 114 µM), for inactives: at the top dose activity change, negative = inhibition, hits mostly inhibitors; hit rate 4.4% among 390,000; AID 504339, 2011; note: potency is the fitted concentration of half-maximal effect; % is set by controls: 0 for no effect and ±100 for the full control effect; nearly all actives have a fitted effect of over 50% in size
G9a inh – qHTS Assay for Inhibitors of Histone Lysine Methyltransferase G9a | Histone-lysine N-methyltransferase EHMT2 (Homo sapiens), Q96KQ7 | G9a H3K9 monomethylation, AlphaScreen, 2 h | Potency, µM (highest dose often 102 µM), for inactives: at the top dose activity, negative = inhibition, hits mostly inhibitors | hit rate 8.8% among 350,000; note: potency is the fitted concentration of half-maximal effect; % is set by controls: 0 for no effect and ±100 for the full control effect; nearly all actives have a fitted effect of over 75% in size
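Readings reflect AlphaScreen signal from monomethyl-H3K9 antibody detection. HMT at 20 nM; substrate b-H3K9 500 nM; cofactor SAM 20 uM; 2 h RT reaction; compounds tested as titrations in qHTS with 15 min preincubation.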
Pin1 inh – qHTS Assay to Find Inhibitors of Pin1; Peptidyl-prolyl cis-trans isomerase NIMA-interacting 1 (Homo sapiens), Q13526; Pin1 FP peptide displacement, HiFluor488, 10 min; Potency, µM (doses to about 115 µM), for inactives: at the highest dose activity, negative = inhibition, most hits filed as inhibitors; AID 504891, 2011; hit rate 0.009% among 390,000; active = well fitted inhibition curve with a large enough effect in the polarisation, with a control signal flat, not every such curve was filed as active; inconclusive = small, poorly fitted or top-dose-only effect, or effect the other way, or a change in a side signal; inactive = no such curve, though single readings can be large or run the other way; the % refers to the polarisation; note: potency is the fitted concentration of half-maximal effect; % is set by controls: 0 for no effect and ±100 for the full control effect
Target sequence (Q13526 whole entry, looked up): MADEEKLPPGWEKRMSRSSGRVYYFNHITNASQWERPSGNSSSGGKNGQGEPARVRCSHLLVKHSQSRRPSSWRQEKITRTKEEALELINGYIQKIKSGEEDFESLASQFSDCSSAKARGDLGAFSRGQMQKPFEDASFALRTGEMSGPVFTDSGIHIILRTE
HP1b binding inh – HTS for Inhibitors of HP1-beta Chromodomain Interactions with Methylated Histone Tails; AlphaScreen HP1-beta / biotin-H3K9me3 peptide binding; Potency, µM (series often up to 114 µM), inactives show at the top dose activity change, negative = inhibition, usual class: inhibitors; hit rate 0.56% among 390,000; note: potency is the fitted concentration of half-maximal effect; nearly all actives have a fitted effect of over 70% in size; inactives centre near 23
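AlphaScreen: HP1-beta (50 nM) preformed 30 min with biotin-H3(1-18)K9me3 peptide (50 nM) in PBS pH 7.4, 0.01% Tween-20. Compound added for 30 min at RT, then streptavidin donor/nickel chelate acceptor beads (10 ug/mL) for 30 min.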
PI4K2A block – qHTS for small molecular inhibitors of PI4K2A | Phosphatidylinositol 4-kinase type 2-alpha (Homo sapiens), Q9BTU6 | purified PI4K2A, ADP-Glo luminescence, 1 h; active compounds read low | activity change, negative = inhibition, % at 76.9 µM | hit rate 0.13% among 420,000 | AID 1346378, 2018; in the data active = activity change below about -50%; inconclusive = mostly about -30% to -49%;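 note: -100% = wells without enzyme as full effect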
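ADP-Glo luminescence measured ADP generated by PI4K2A enzyme (4 ug/mL before mixing) with 1.2 mM PI substrate (pre-mix) and 300 microM ATP (pre-mix). Tris pH7.5 buffer with MgCl2, Triton X-100; 1 h reaction at ambient temperature.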
GLS inhibitor – qHTS for Inhibitors of Glutaminase (GLS); AID 624170, 2012; GLS enzymatic activity, qHTS titration; Potency, µM (series often up to 45.5 µM), for the others: at the top dose activity change, negative = inhibition, usual class: inhibitors; hit rate 0.21% among 410,000; Glutaminase kidney isoform, mitochondrial (Homo sapiens), O94925; note: potency is the fitted concentration of half-maximal effect; % is set by controls: 0 for no effect and ±100 for the full control effect
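hKGA in 45 mM KH2PO4 (pH 8.2), 0.02% Tween-20 with compound, then 1mM L-Glutamine (stock as added) plus glutamate oxidase/HRP/Amplex red coupling mix. Fluorescence read initially and after 30 min at RT; signal change reflects glutamate formation.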
PGK inhibitor – qHTS Assay to Find Inhibitors of Phosphoglycerate Kinase. Potency, µM (doses to about 57.5 µM), inactives show top-dose activity change, negative = inhibition, actives largely listed as inhibitors. hit rate 0.043% among 380,000. PGK/GAPDH coupled, Kinase-Glo luminescence, 60 min. Phosphoglycerate kinase, glycosomal (Trypanosoma brucei brucei), P07378. AID 602233, 2012; note: potency is the fitted concentration of half-maximal effect; % is set by controls: 0 for no effect and ±100 for the full control effect; nearly all actives have a fitted effect of over 60% in size
Target sequence (P07378 whole entry, looked up): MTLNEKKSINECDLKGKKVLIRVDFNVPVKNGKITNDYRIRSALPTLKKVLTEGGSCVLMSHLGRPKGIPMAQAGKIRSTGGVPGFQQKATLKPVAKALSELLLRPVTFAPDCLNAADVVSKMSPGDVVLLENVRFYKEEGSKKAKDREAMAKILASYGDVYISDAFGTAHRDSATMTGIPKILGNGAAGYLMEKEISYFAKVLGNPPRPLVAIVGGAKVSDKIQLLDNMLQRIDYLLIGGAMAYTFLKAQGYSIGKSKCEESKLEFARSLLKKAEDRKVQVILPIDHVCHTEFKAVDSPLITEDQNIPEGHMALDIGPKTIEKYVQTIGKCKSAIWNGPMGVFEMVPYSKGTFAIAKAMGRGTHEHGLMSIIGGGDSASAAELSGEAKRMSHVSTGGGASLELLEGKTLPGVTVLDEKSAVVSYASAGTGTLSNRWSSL
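Luminescent ATP detection (Kinase-Glo Plus) follows a 60-minute room-temperature incubation, with wells lacking PGK as controls. Buffer: 100 mM TEA (pH 7.6), 5 mM MgCl2, 0.01% Tween-20. Coupling enzyme GAPDH (100 nM final) supplies unstable 1,3-BPG in-well.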
BAZ2B inh – qHTS Assay for Inhibitors of BAZ2B; Bromodomain adjacent to zinc finger domain protein 2B (Homo sapiens), Q9UIF8; hit rate 4.4% among 360,000; AID 504333, 2011; Potency, µM (highest dose often 114 µM), inactives show top-dose activity change, negative = inhibition, most hits filed as inhibitors; AlphaScreen BAZ2B-H3K14Ac peptide displacement; note: potency is the fitted concentration of half-maximal effect; % is set by controls: 0 for no effect and ±100 for the full control effect; nearly all actives have a fitted effect of over 60% in size
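BAZ2B (50 nM) with biotin-H3(5-23)K14Ac peptide (50 nM) in PBS pH 7.4, 0.01% Tween-20, preformed 30 min, then compound 30 min at room temperature; top concentration 110uM. AlphaScreen streptavidin donor/nickel chelate acceptor beads (10 ug/mL final), 20 min dark, signal read.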
ERG-DNA inh – qHTS for Small Molecule Inhibitors of the ERG Ets/DNA interaction; fluorescence polarization, His-ERG Ets domain / labelled DNA; Transcriptional regulator ERG (Homo sapiens), P11308; hit rate 0.028% among 370,000; AID 624246, 2012; Potency, µM (highest dose often 76.9 µM), without a hit: at the highest dose FP activity, negative = inhibition, most hits filed as inhibitors; active = well fitted inhibition curve with a large enough effect in the polarisation, with a control signal flat; inconclusive = small, poorly fitted or top-dose-only effect, or effect the other way, or a change in a side signal; inactive = no such curve, though single readings can be large or run the other way; the % refers to the polarisation;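 note: polarization taken with two DNA probes labelled with fluorescein and Texas red; potency is the fitted concentration of half-maximal effect; % of control where 0% means no effect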
Target sequence (P11308 whole entry, looked up, the tested form may be a part): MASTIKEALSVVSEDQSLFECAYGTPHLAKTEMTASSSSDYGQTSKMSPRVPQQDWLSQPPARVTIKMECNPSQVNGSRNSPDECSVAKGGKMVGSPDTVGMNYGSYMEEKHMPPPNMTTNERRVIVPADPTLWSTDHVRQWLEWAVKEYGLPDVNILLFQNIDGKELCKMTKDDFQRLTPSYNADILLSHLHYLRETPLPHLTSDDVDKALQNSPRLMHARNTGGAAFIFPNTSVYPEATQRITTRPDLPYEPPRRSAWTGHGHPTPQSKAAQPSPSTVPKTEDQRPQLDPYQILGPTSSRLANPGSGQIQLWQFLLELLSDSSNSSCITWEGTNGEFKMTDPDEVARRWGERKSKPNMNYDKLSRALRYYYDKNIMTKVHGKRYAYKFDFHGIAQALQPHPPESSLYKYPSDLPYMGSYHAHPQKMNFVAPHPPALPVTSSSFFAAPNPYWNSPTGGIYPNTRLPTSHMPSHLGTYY
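His-tagged ERG Ets domain (1 uM in the protein solution; 300mM KCl, 50mM Tris-HCl, 1mM EDTA, 1mM DTT, pH 7.5) received compound, then a probe mix of 5 nM fluorescein-DNA and 100nM Texas-615-DNA. Fluorescence polarization was read for both dyes.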
The depositor's hits bear a star; i = inactive; ? = inconclusive; . = no result given; & = joins results of further samples; [ ] = dose if it differs, or a comment. Unless noted, calls come from the whole dose curve; as a rule, active = well fitted curve in the direction sought with a large enough effect; inconclusive = small, poorly fitted or top-dose-only effect, or another doubt; inactive = no such curve, though single readings can be large; an effect the other way counts as inactive or inconclusive.

entry | SMILES | ERG-DNA inh | PGK inhibitor | GLS inhibitor | Pin1 inh | HP1b binding inh | JMJD2A Tudor | G9a inh | BAZ2B inh | PI4K2A block
1 | COc1ccc(N(C2CSC2)S(=O)(=O)c2ccccc2)cc1 | -1% | 7% | 0% | 3% | 36% | -8% | 14%[59 µM] | -4% | 3
2 | CCOc1cc(CNc2ccc(N3CCCCC3)cc2)cc(Br)c1OCC(=O)NC(C)(C)C | 1% | 0% | 8% | -8% | ? | 10µM* | 10µM* | 11µM* | 0
3 | CCOC(=O)c1nnc2c(-c3ccc(OC)cc3)c(C)nn2c1N | -1% | 8% | 7% | 27% | 42%[activator] | -2% | -30%[59 µM] | -5% | 3
4 | O=Nc1c(-c2ccccc2)[nH]n(-c2ccccc2)c1=O | -1% | i | 20% | -9% | 23% | ? | -15%[0.501 µM] | -15% | -4
5 | O=C1NC(=S)N/C1=C/C=C/c1ccccc1 | -6% | -11% | -1% | 20% | 31% | -12% | -30% | -12% | -2
6 | Cc1ccc(C)c(N2CCN(C(=O)c3cc(C)nc4c3c(C)nn4-c3cccc(F)c3)CC2)c1 | 10% | -9% | 0% | 24% | 61%[activator] | -4% | 1%[59 µM] | 40%[activator][57.1 µM] | -1
7 | COc1cc(OC)c(N(C)S(=O)(=O)c2cccc(C(=O)Nc3nc(C)cs3)c2)cc1Cl | 9% | 1% | 0% | 40%[activator] | 10% | -26% | -11%[59 µM] | -11% | 5
8 | Cc1cccc(C)c1NC(=O)CN1C(=O)CCSc2ccc(S(=O)(=O)N3CCCC3)cc21 | -8%&2% | -1%&5% | -1%&3% | -8%&6% | 49%[activator] | -1%&-4% | 76%[activator] | -15%&-4% | -2&0
9 | COc1ccc([C@@H]2[C@@H]3C(=O)N(C(C)(C)C)C(=O)[C@@H]3[C@]3(CC(C)C)C(=O)N(c4cccc(F)c4)C(=O)N23)cc1 | -3% | 0% | 3% | 3% | 34% | -1% | 0%[2.33 µM] | 6% | -3
10 | O=C(CCNS(=O)(=O)c1ccccc1)NNC(=O)C1COc2ccccc2O1 (stereo unspecified) | 9% | 10% | 3% | -6% | 24% | -5% | 0% | 13% | 1
11 | CN=C(C)/C(C(=O)OC)=C(/O)c1ccccc1F | -9% | -4% | 1% | 5% | 22% | -1% | 5%[59 µM] | 4% | 1
12 | COC(OC)C(C)NC(=O)NC(=O)c1ccccc1Cl (stereo unspecified) | 7% | 5% | -5% | 1% | 54%[activator] | 2% | 2% | 6% | -3
13 | CC1CN(c2ccc([N+](=O)[O-])nc2)CC(C)O1 (stereo unspecified) | -6% | 4% | 0% | 3% | 17% | 1% | -6% | -9% | -8
14 | CC(NC(=O)Cc1cccs1)C(c1cccs1)N1CCOCC1 (stereo unspecified) | . | 13% | -3% | 4% | 43% | -11% | -47%[59 µM] | 4% | -3
15 | Cc1cccc(NC(=O)C2CC2c2ccccc2)c1C (stereo unspecified) | 3% | 1% | 0% | 1% | 12% | -24% | . | 6% | -4
16 | COc1ccc(-c2nc3cnccn3c2NC2CCCCC2)cc1-c1cccc(Cl)c1 | 6% | i | ? | 44%[activator] | 7% | ? | . | . | 0&0
17 | Cc1ccccc1N1CCN(C(=S)c2ccccc2)CC1 | 2% | -2% | 0% | -2% | 24% | -7% | -1%[59 µM] | -9% | 2
18 | COc1ccc(-c2cc(C(F)(F)F)nc(-n3cc(Br)cn3)n2)cc1 | -11% | -1% | 3% | ? | 35% | -3% | 8%[12.7 µM] | 23% | 6
19 | COC(=O)c1sc2nc(C)nc(SCC(=O)N3CCC(C(=O)O)CC3)c2c1C | 9% | -8% | -3% | 0% | 60%[activator] | -22% | ? | -37% | -6
20 | CCOC(=O)c1c(-c2ccccc2)oc2cc(Br)c(OCc3ccccc3)cc12 | 0% | -1% | 7% | 3% | 75%[activator] | 44%[activator] | 9%[59 µM] | 0% | -2
21 | O=C(O)c1ccc(S(=O)(=O)NC2CCCCCC2)cc1 | -24% | -5% | -8% | -2% | 42%[activator] | -6% | -31% | -25% | 2
22 | CCN(CC)CCN1C(=O)C(=O)/C(=C(/O)c2ccncc2)C1c1ccccc1 (stereo unspecified) | 1% | -12% | 9% | 1% | 12% | -18% | 50µM* | -9% | -2
23 | CN(C)/C=C/C(=O)c1ccc([N+](=O)[O-])c(CS(=O)(=O)c2ccccc2)c1 | 5% | 0% | 4% | -7% | 46%[activator] | -32% | 18% | -7% | -15
24 | O=S(=O)(c1ccc(Cl)nc1)N1CCCCC1 | 0% | -1% | 0% | -3% | 14% | -5% | 0% | 3% | 3
25 | COc1ccccc1CC(=O)Nc1cc(OC)c(NC(=O)c2ccccc2)cc1OC | -4% | 4% | -1% | -4% | 24% | ? | . | ? | -3

Next section:
entry | SMILES | ERG-DNA inh | PGK inhibitor | GLS inhibitor | Pin1 inh | HP1b binding inh | JMJD2A Tudor | G9a inh | BAZ2B inh | PI4K2A block
26 | CCCCn1c(=O)[nH]c(=O)c2c1nc(-c1ccc(C#N)cc1)n2C1CCCC1 | 0% | 6% | 7% | 8% | -1% | -34% | ? | . | 0
27 | CCOc1cccc(C=NNc2ccc(S(=O)(=O)Nc3ccccc3C(=O)O)cc2[N+](=O)[O-])c1O | 10% | -7% | 13% | ? | ? | ? | . | . | -9
28 | COc1ccc(C(CNC(=O)c2ccc(Cl)c(S(=O)(=O)N3CCCC3)c2)N2CCCC2)cc1 (stereo unspecified) | -4% | -4% | 2% | 23% | 17% | -32% | -2%[2.33 µM] | 0% | -1
29 | NC(=O)COc1ccc(C(=O)NCC2(N3CCOCC3)CCCCC2)cc1 | -1% | -8% | 8% | -5% | 35%[activator] | -4% | 41%[12.7 µM] | 6% | 2
30 | O=c1c2ccccc2nnn1Cc1nnc(-c2ccccc2Br)o1 | -4% | -4% | -1% | -4% | 24% | -24% | -34%[59 µM] | -7% | 4
31 | O=C(Cn1cnc2c(OCc3ccccc3)ncnc21)NCc1nc2ccccc2[nH]1 | -10% | -6% | -3% | 0% | 20% | 56µM* | . | . | -2
32 | O=C(O)CCS(=O)(=O)c1ccccc1Cl | -9% | i | 1% | -3% | 49%[activator] | 1% | -30% | -17% | 4
33 | O=C(/C=C/c1ccc(F)cc1)NNC(=O)CCN1CCN(Cc2ccccc2)CC1 | 8% | i | 12% | -5% | 20% | -18% | -5% | -26% | -4
34 | COc1cc(OC)c(/C=N/NC(=O)c2ccncc2)cc1Br | -1% | -3% | 3% | -1% | 11% | -21% | 69%[activator][59 µM] | -4% | 2
35 | CC1(C)Cc2c(cnn2-c2ccccc2)-c2c1c1ccccc1n2CC(O)CBr (stereo unspecified) | -11% | i | 7% | 0% | -18% | ? | ? | ? | 3
36 | O=C(Nc1cc2c(cc1Br)OCCO2)c1ccc(=O)[nH]c1 | -1% | -4% | -1% | 1% | ? | -23% | . | . | 8
37 | COC(=O)C1=CN(CCCN2CCCC2=O)C=C(C(=O)OC)C1c1ccccc1C(F)(F)F | 5% | -8% | 6% | -2% | 35% | 8% | 41%[12.7 µM] | 3% | -17
38 | Cn1c(=O)c(=O)n(C)c2cc(N3CCOCC3)c(NS(=O)(=O)c3ccc([N+](=O)[O-])cc3)cc21 | 3% | -8% | 39%[activator] | 3% | 13% | ? | ? | 79µM* | -7
39 | Cc1nc(C(=O)N/N=C/c2[nH]ncc2Br)cs1 | -13% | -2% | -6% | -9% | 50%[activator] | -10% | . | ? | 25
40 | Cn1c(N)c(C(C[N+](=O)[O-])c2c(F)cccc2Cl)c(=O)n(C)c1=O (stereo unspecified) | 9% | -1% | 16% | -4% | 19% | -25% | 14% | -12% | 0
41 | CCOc1ccc(/C=C/C(=O)Nc2ccc3[nH]c(=O)[nH]c3c2)cc1 | 0% | 5% | 5% | 0% | 16% | -33% | ? | -24% | 0

Some of the entries so far, in transposed form:
21) O=C(O)c1ccc(S(=O)(=O)NC2CCCCCC2)cc1
11) CN=C(C)/C(C(=O)OC)=C(/O)c1ccccc1F
13) CC1CN(c2ccc([N+](=O)[O-])nc2)CC(C)O1 (stereo unspecified)
3) CCOC(=O)c1nnc2c(-c3ccc(OC)cc3)c(C)nn2c1N

assay / compound,21,11,13,3
ERG-DNA inh,-24%,-9%,-6%,-1%
PGK inhibitor,-5%,-4%,4%,8%
GLS inhibitor,-8%,1%,0%,7%
Pin1 inh,-2%,5%,3%,27%
HP1b binding inh,42%[activator],22%,17%,42%[activator]
JMJD2A Tudor,-6%,-1%,1%,-2%
G9a inh,-31%,5%[59 µM],-6%,-30%[59 µM]
BAZ2B inh,-25%,4%,-9%,-5%
PI4K2A block,2,1,-8,3

Compound activity from PubChem.

No enrichment for hits; 11% or so of the library scored in one or more.
